MsrA inhibitor = inhibits bovine methionine sulfoxide reductase A | purified bovine MsrA, absorbance read-out | inhibition, % at 15.5 µM | actives 0.75% (n = 360,000) | AID 651718; in the data active = inhibition above about 4.5%;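 also: 0% = vehicle wells with enzyme and 100% = reference inhibitor wells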
TbMetRS inhib = Trypanosoma brucei MetRS inhibition. purified T. brucei MetRS, ATP depletion, Kinase-Glo luminescence. inhibition, % at 11.9 µM. actives 0.4% (n = 360,000);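 active = inhibition above a per-plate cutoff of the control wells' mean inhibition plus 3 SD, cut at about 5.5% in these data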;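 also: 0% = DMSO wells median and 100% = median of wells with control inhibitor compound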
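Material: parasite MetRS enzyme / Replication: singlicate, one well per compound / Signal: luminescence of leftover ATP / Schedule: 2 h aminoacylation at 25 °C after 15 min preincubation / Medium: HEPES-MgCl2-KCl buffer plus DTT, spermine, BSA, pyrophosphatase / Doses: 11.9 µM single point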
bovine MsrA act = activates bovine MsrA enzyme | purified bovine MsrA, absorbance read-out | activation, % at 10.6 µM | actives 0.3% (n = 360,000) | AID 602163; in the data active = activation above about 7.5%;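 also: 0% = vehicle and 100% = reference activator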
E coli Lon inh = inhibitors of E. coli Lon protease | inhibition, % at 7.94 µM | AID 602123 | actives 0.42% (n = 360,000) | purified E. coli Lon protease, fluorescence polarization; in the data active = inhibition above about 13%, passing the limit was not always enough;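 also: 0% = enzyme with probe and DMSO and 100% = no enzyme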
Neddyl block = blocks human cullin neddylation. TR-FRET cullin neddylation, biochemical. calls only at 25 µM. actives 0.58% (n = 360,000); in the data active = inhibition above about 36%
Rin1-Abl PPI inh = inhibitors of human Rin1-Abl protein interaction | P00519+Q13671 | TR-FRET Rin1/Abl binding, biochemical | inhibition, % at 7.35 µM | actives 0.4% (n = 360,000) | AID 588664; in the data active = inhibition above about 5%, passing the limit was not always enough
CSN inh = CSN deneddylation inhibition | Q92905 | Purified CSN, SCF-Nedd8-OG deneddylation, fluorescence polarization | inhibition, % at 12.5 µM | actives 0.38% (n = 360,000);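 active = pattern-corrected inhibition above about 35%, with an unprinted fluorescence ratio check between 0.5 and 1.5, limit read from the data, passing the limit was not always enough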;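 also: 0% = enzyme with substrate and 100% = substrate without enzyme; some results filed as inactive read as strong as hits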
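Detection – fluorescence polarization · System – HEK293T-derived human Csn5 enzyme · Controls – substrate-only high control, full reaction low control · Timing – 90 min, room temperature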
FAS TE block = FAS thioesterase (human) inhibition; P49327; AID 602261; actives 0.67% (n = 360,000); inhibition, % at 15 µM; recombinant FAS-TE, OMFH fluorogenic substrate, fluorescence endpoint;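 active = compounds whose normalised, plate-corrected inhibition of enzyme fluorescence in the single-dose primary screen is 50% or more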;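 also: 0% = DMSO with enzyme and 100% = substrate without enzyme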
PABP1 MLLE inh = blocks PAM2 peptide binding to the PABP1 MLLE domain. actives 0.36% (n = 360,000). P11940. AID 588489. GST-MLLE / FITC-PAM2 fluorescence polarization. inhibition, % at 20 µM; in the data active = inhibition above about 35%, passing the limit was not always enough;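 also: plate controls were DMSO wells with GST-MLLE for no effect and wells lacking GST-MLLE protein for full effect; some results filed as inactive read as strong as hits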
Numbers without * were called inactive; i = inactive; . = not tested or not shown; + = active, no number. The list is partial; rates above refer to the full screens.

SMILES	MsrA inhibitor	TbMetRS inhib	bovine MsrA act	E coli Lon inh	Neddyl block	Rin1-Abl PPI inh	CSN inh	FAS TE block	PABP1 MLLE inh
COc1ccc(-n2nnnc2C(C2CC2)N2CCC(n3c(=O)[nH]c4ccccc43)CC2)cc1 (configuration not stated)	-0.1	0.1	-1	-6	i	20*	13	4	-10
CN(C)C(=O)Oc1ccc(Cl)c2cccnc12	-0.6	1.4	-1	-11	+	0	118	-3	-17
Cc1ccc(-n2c(O)c(C=NCc3ccccn3)c(=O)[nH]c2=S)cc1	4.2	0.1	-3	-1	i	-1	-2	-3	23
O=c1[nH]c(=S)[nH]c(O)c1C(c1ccccn1)c1c(O)[nH]c(=S)[nH]c1=O	0.6	-0.6	-2	-1	i	1	1	-5	24
O=C1NC(=S)N(c2ccc(Cl)cc2)C(=O)/C1=C/N1CCN(C(=O)c2ccco2)CC1	0.6	1.2	0	-132	i	0	43*	-3	-114
O=c1c2ccccc2[nH]c(=S)n1-c1cccc(Cl)c1	0.7	0.0	-2	3	i	-1	-4	5	-30
Cn1c(=O)oc(=O)c2ccccc21	0.8	-0.1	-13	-3	.	2	2	-6	-5
C=CCn1c(O)c(/C(C)=N/N2CCCCCC2)c(=O)[nH]c1=O	-1.1	-0.8	-1	-1	i	0	3	-2	6
O=C(O)c1ccccc1NC(=O)N1C[C@H]2C[C@@H](C1)c1cccc(=O)n1C2	1.0	-0.9	1	-8	.	-4	-3	-1	-2
COC(=O)C1=C(c2cc3ccccc3s2)C[C@@H]2CC[C@H]1N2C(=O)N1CCCC1	0.2	-0.3	-3	-8	i	-1	0	2	0
Cn1c(O)c(/C=N/c2ncccn2)c(=O)n(C)c1=O	-0.3	-0.2	-3	-2	i	3	1	-5	7
COC(=O)C(O)(c1ccc(NC(=O)c2cccs2)cc1)C(F)(F)F (configuration not stated)	-1.0	0.3	-1	-9	i	-1	1	3	-9
CC1CC(NC(=O)C2C3CCC(O3)C2C(=O)O)CC(C)(C)C1 (configuration not stated)	-1.3	-1.5	-7	6	i	1	-3	-7	1
O=[N+]([O-])c1ccc(C2[C@H]3C(c4ccccc4)=NC4(CCCCC4)N23)cc1 (some centres not stated)	-0.9	-1.1	-16	-5	i	2	-3	34	4
CNCC(O)c1cccc(OC(=O)c2ccccc2C)c1 (configuration not stated)	0.9	-0.9	-11	4	i	-1	1	-10	0
COC(=O)C1=C(c2cc3ccccc3s2)C[C@@H]2CC[C@H]1N2C(=O)NCc1ccc(C(F)(F)F)cc1	0.6	-0.4	-1	5	i	-1	-3	38	2
CCc1c(C)nc(N)nc1N1N=C1SCC(N)=O	0.2	-1.1	-5	-1	i	-4	-8	-7	-8
CC(=O)N(C)CC#CCN1CCCC(CO)C1 (configuration not stated)	1.3	-0.5	0	20	i	-2	-3	-15	6
CC(=O)OC1CCC2(C)C(CC(=O)C3C2CCC2(C)C(OC(C)=O)CCC32)C1 (configuration not stated)	-0.1	-0.1	-11	-1	i	1	-3	13	-6
CC(=O)Nc1ccccc1OP1(=O)COc2ccccc2OC1	1.1	0.1	3	8	i	2	0	-6	2
COC(C)(C)CCCC(C)C/C=C/C(C)=C/C(=O)OC(C)C (configuration not stated)	-0.3	-0.5	-4	4	i	0	4	-13	4
CNC(=O)OCCc1n(C)cc[n+]1C	-1.3	0.1	2	-3	i	-1	3	-13	-151
CCOc1cc2c(cc1OCC)-n1cccc1C(c1ccc(OC)c(OC)c1)NC2 (configuration not stated)	-1.2	-0.9	0	14	i	3	0	-4	-3
c1cncc(CNCCc2c[nH]c3ccccc23)c1	-0.4	-0.1	-8	-5	i	-1	-2	5	-11
CCCCCc1nc2ccccc2c(=O)n1-c1ccccc1[N+](=O)[O-]	-2.1	0.1	-1	-6	i	-2	-4	19	2
(cont.)
SMILES	MsrA inhibitor	TbMetRS inhib	bovine MsrA act	E coli Lon inh	Neddyl block	Rin1-Abl PPI inh	CSN inh	FAS TE block	PABP1 MLLE inh
Clc1ccc(NC2=NCCCS2)cc1Cl	0.6	-0.3	-3	-2	i	0	1	0	-9
CC1CN=C(NC(C)c2ccccc2)S1 (configuration not stated)	-0.3	-1.5	-8	-7	i	-1	6	-18	2
CN1C2c3ccccc3C3C4c5ccccc5C(C31)C(C2[N+](=O)[O-])N4C (configuration not stated)	-1.4	-1.0	-6	3	i	-1	-1	1	6
CCC(=NCCc1ccccc1)c1c(O)n(C)c(=O)n(C)c1=O	1.8	0.0	5	-1	i	0	115	2	2
O=C(NC(=S)N1CC1)c1ccccc1	0.5	-0.2	-4	2	i	4	-1	-9	33
CNC(=O)Oc1cccc2c1OC(C)(C)O2	1.8	-0.2	-4	6	i	4	0	-11	8
COc1ccc(CC(=O)N(CCN(C)C)CC2CCCN(Cc3ccccc3F)C2)cc1 (configuration not stated)	1.0	0.8	0	0	i	4	1	-2	5
COc1cccc(C2(O)CCN(CC(=O)Nc3nc(C)cs3)CC2)c1	-1.2	-0.8	-2	-2	i	-1	0	-10	0
CCOC(=O)c1c(C)c(P(=S)(N2CCOCC2)N2CCOCC2)n(C)c1C	0.1	-1.0	1	4	i	-2	-3	1	21
Cc1ccc(-n2c(O)c(C=NCC3CCCO3)c(=O)[nH]c2=O)c(C)c1 (configuration not stated)	-1.1	-0.4	-4	12	i	-1	4	-8	-6
O=C1NC(=O)C(CCc2ccncc2)(Cc2ccc([N+](=O)[O-])cc2)C(=O)N1	2.5	1.0	-2	-19	i	0	2	-12	1
Cc1ccc(S(=O)(=O)N2Cc3cc(-c4cccc(F)c4)ccc3-n3nncc3C2)cc1	0.1	0.0	-3	-7	i	3	3	0	-2
COC(=O)C1=C(c2ccc(C(C)=O)cc2)C[C@@H]2CC[C@H]1N2C(=O)NCc1ccco1	1.6	0.2	0	-17	i	0	1	-10	7
O=C1C2CCCN2C(c2ccccc2)N1c1ccccn1 (configuration not stated)	0.4	-0.8	-1	2	i	-3	-2	-4	6
COc1ccc(CCN)cc1O	-1.4	-1.4	-5	-5	i	1	-3	-4	-10
CCN1CCN(Cc2cc(Br)cc(OC)c2O)CC1	-0.3	0.2	-1	0	i	-1	0	-5	-1
COc1ccc(N2CCN(CCc3ccncc3)CC2)cc1	-0.8	0.2	-1	-4	i	-1	3	-2	-2
Cc1ccccc1NC(=O)COC(=O)c1cc(C)n(C2CC2)c1C	-0.6	0.0	1	-14	i	1	5	6	-3
CCN(CC(=O)Nc1ccc(NC(C)=O)cc1)C(=O)CSC(c1ccccc1)c1ccccc1	0.0	-0.7	-13	-9	i	3	-1	5	-3
COc1ccc(C(=O)OC2CC[C@@]3(C)C4CCC5[C@]6(O)CC(O)[C@@]7(O)C(CN8CC(C)CCC8[C@@]7(C)O)[C@]6(O)C[C@@]53O[C@]24O)cc1OC (some centres not stated)	-0.1	-1.2	-3	4	i	0	0	-6	4
Cc1ccc(C(=O)c2cc(Br)ccc2N)cc1	-0.8	-0.2	0	-1	i	1	-5	9	-3
CCOC(=O)C1SC2(C(F)F)CC1(O)c1c(c(OC)c3occc3c1OC)O2 (configuration not stated)	0.0	-0.9	-7	-1	i	2	-3	12	37
CC(C)(C)C(=O)O[C@H]1CC[C@@]2(C)C(=CC(=O)C3C2CC[C@]2(C)C(=O)[C@H](O)CC32)C1 (some centres not stated)	-0.5	0.2	1	-7	i	-1	1	-7	18
COc1ccc(-n2c(SCCN(C)C)nc3ccccc3c2=O)cc1	-1.1	-0.5	-3	5	i	-1	3	-8	17
CC1CCCCC1NC(=O)CNC(=S)N1CC2CC(C1)c1cccc(=O)n1C2 (configuration not stated)	-1.6	-0.4	-2	-6	i	-4	4	-5	-17

Single entries from the results shown.
Value for COc1ccc(CCN)cc1O under TbMetRS inhib: -1.4
Value for CCOC(=O)c1c(C)c(P(=S)(N2CCOCC2)N2CCOCC2)n(C)c1C under E coli Lon inh: 4

By substructure: those above with fluorine
SMILES	MsrA inhibitor	TbMetRS inhib	bovine MsrA act	E coli Lon inh	Neddyl block	Rin1-Abl PPI inh	CSN inh	FAS TE block	PABP1 MLLE inh
COC(=O)C(O)(c1ccc(NC(=O)c2cccs2)cc1)C(F)(F)F (configuration not stated)	-1.0	0.3	-1	-9	i	-1	1	3	-9
COC(=O)C1=C(c2cc3ccccc3s2)C[C@@H]2CC[C@H]1N2C(=O)NCc1ccc(C(F)(F)F)cc1	0.6	-0.4	-1	5	i	-1	-3	38	2
COc1ccc(CC(=O)N(CCN(C)C)CC2CCCN(Cc3ccccc3F)C2)cc1 (configuration not stated)	1.0	0.8	0	0	i	4	1	-2	5
Cc1ccc(S(=O)(=O)N2Cc3cc(-c4cccc(F)c4)ccc3-n3nncc3C2)cc1	0.1	0.0	-3	-7	i	3	3	0	-2
CCOC(=O)C1SC2(C(F)F)CC1(O)c1c(c(OC)c3occc3c1OC)O2 (configuration not stated)	0.0	-0.9	-7	-1	i	2	-3	12	37

New compounds follow.
SMILES	MsrA inhibitor	TbMetRS inhib	bovine MsrA act	E coli Lon inh	Neddyl block	Rin1-Abl PPI inh	CSN inh	FAS TE block	PABP1 MLLE inh
COc1ccc(C2SCC(=O)Nc3c2c(C)nn3C2CCOC(C)(C)C2)cc1OC (configuration not stated)	0.9	-1.1	-6	8	i	0	-1	-20	33
CC(=O)Nc1cc(C(=O)N2CCC3(CC2)OCCO3)ccc1S(=O)(=O)c1ccc(C)cc1	0.7	-0.8	2	-18	i	0	8	-7	3
CC(C)(C)C(=O)O[C@H]1CC[C@@]2(C)C(=CC(=O)C3C2CC[C@]2(C)C(=O)CCC32)C1 (some centres not stated)	0.5	-0.3	-2	2	i	-1	0	0	4
NC(=O)c1ccsc1NC(=O)COC(=O)Cc1ccccc1	-1.1	0.1	-8	-1	i	3	0	-2	-5
CCOC(=O)c1c(C)n(Cc2ccccc2)c2ccc(O)cc12	0.8	-1.5	-6	9	i	0	-14	10	-4
O=C(OCCN1CCOCC1)C1(c2ccccc2)CCCC1	0.2	0.6	-3	-3	i	8	-1	-1	5
CC12Cc3cnoc3C=C1CCC1C2CCC2(C)C1CCC2(C)O (configuration not stated)	-1.1	-0.2	-2	-15	i	1	0	11	7
Cc1cccc(N=Cc2c(O)n(-c3ccccc3C)c(=O)[nH]c2=O)c1	4.0	-0.5	-4	-13	i	3	-1	-2	-16
Cn1cccc1/C=C1\C(=O)NC(=O)N(Cc2ccccc2Cl)C1=O	0.4	0.1	-4	-38	i	-2	13	-3	10
COc1ccccc1C(=O)C1CCCN(Cc2cnc(C)s2)C1 (configuration not stated)	-0.3	-0.2	-5	-4	i	0	1	-4	-7
CCCCCCOC(=O)c1ccccc1N	-0.3	-0.4	-2	-3	.	-2	-3	17	-11
Cc1cccc(-n2c(=S)[nH]c3ccccc3c2=O)n1	-0.4	-0.3	-2	-2	i	-1	-9	-5	-25
COc1ccc(CCNC2CCCCC2)cc1	-0.3	-0.6	-1	0	i	6	2	-5	11
COc1ccccc1CCNC1CCCC(C)C1 (configuration not stated)	-0.1	-0.4	-3	-1	i	-1	-3	-8	3
Cc1cccc(C(=O)Nc2ccc(Cl)cc2C(=O)c2ccccc2)c1	-0.2	0.3	0	-3	i	2	5	27	-17
CCOC(=O)C(=CNc1ccc(C(O)(C(=O)OCC)C(F)(F)F)cc1C)C(=O)OCC (configuration not stated)	1.4	0.0	-2	-8	i	-1	-4	31	0
Cc1cc(OCc2nn[nH]n2)c2c3c(c(=O)oc2c1)CCC3	3.7	-0.4	-2	-11	.	-2	-11	1	3
COc1ccccc1N1CCN(Cc2cccc(Br)c2)CC1	1.2	-0.1	-1	4	i	0	-1	14	4
CC1(C)NC(=O)[C@H]2CCCN21	-1.8	0.1	-3	3	i	-3	-2	-15	3
O=[N+]([O-])c1[nH]cnc1Br	2.5	-0.2	-1	-8	i	3	0	-2	-11
